# Screens from PubChem BioAssay.
# S1P3 antag = S1P3 receptor antagonists, primary screen, cell-based; AID 485, 2006; CHO S1P3 NFAT-BLA reporter, FRET fluorescence, antagonist mode; inhibition, % at 4.98 µM; actives 0.27% (n = 170,000); Sphingosine 1-phosphate receptor 3 (Homo sapiens), Q99500;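 active means inhibition above the plate cutoff, the mean inhibition of test wells on that plate plus 3 SD, cut at about 28% in these data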;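 further: cells challenged with S1P at its EC80 of 0.8 µM; blue over green emission ratio from cleaved BLA substrate after 4 h stimulation; 0% = S1P-stimulated wells and 100% = unstimulated DMSO-only wells; some compounds past the cut are filed as inactive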
# Target sequence (Q99500 whole entry, looked up): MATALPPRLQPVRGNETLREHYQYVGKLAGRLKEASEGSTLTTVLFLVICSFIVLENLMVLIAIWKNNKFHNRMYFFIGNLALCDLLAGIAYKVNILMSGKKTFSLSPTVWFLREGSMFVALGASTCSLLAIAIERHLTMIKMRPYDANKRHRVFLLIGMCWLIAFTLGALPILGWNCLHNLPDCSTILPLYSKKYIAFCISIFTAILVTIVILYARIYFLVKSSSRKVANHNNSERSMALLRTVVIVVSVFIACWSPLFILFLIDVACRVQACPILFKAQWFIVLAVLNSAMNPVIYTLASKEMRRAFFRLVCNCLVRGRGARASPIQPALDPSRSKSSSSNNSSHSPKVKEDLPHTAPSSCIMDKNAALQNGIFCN
# RAM network inh = inhibitors of the yeast RAM network, primary screen, dse1pr::URA3 reporter, 5-FOA selection; S. cerevisiae dse1pr::URA3 reporter, 5-FOA growth OD615, 2 d; analog-sensitive cbk1-as2 kinase mutant strain; actives 1.8% (n = 190,000); inhibition, % at 50 µM;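 active means inhibition above a set limit, 3 SD over mean compound inhibition, cut at about 8.4% in these data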;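 further: 0% = DMSO-only wells with no growth and 100% = 10 µM 1-NA-PP1 full growth; inhibition rescues growth on 5-FOA so higher OD means more RAM inhibition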
# PPARg SRC1 recr = PPARgamma agonists recruiting SRC-1 coactivator, primary screen, biochemical; Peroxisome proliferator-activated receptor gamma (Homo sapiens), P37231; PPARgamma-SRC-1 coactivator recruitment biochemical assay; activation, % at 8 µM; actives 0.41% (n = 200,000); in the data active means activation above about 19%;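 further: 0% = DMSO and 100% = reference agonist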
# STAT3 act = IL-6 driven STAT3 reporter potentiators, primary screen, U3A cells, luciferase, luminescence, MLSCN library. IL-6 STAT3-luciferase reporter; 100% = signal with IL-6 EC80 alone. activation (% of control), % at 5.6 µM. actives 0.91% (n = 190,000);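 active means activation above the screen-wide mean of compound activation plus 3 SD, cut at about 130% in these data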;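 further: 0% = background luminescence of wells with medium and substrate only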
#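 Test system: STAT3-luciferase reporter U3A cells; Detection: reporter luminescence signal; Times: 1 h compound pre-exposure, 6 h IL-6 stimulation, 37 °C; Benchmarks: IL-6-only high control; Also added: IL-6 stimulus at 33 ng/mL final.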
# PPARg SRC2 recr = agonists of PPARg-SRC-2 recruitment, primary screen, biochemical, HTS | AID 1032, 2008 | actives 0.34% (n = 200,000) | activation, % at 8 µM | PPARgamma LBD-SRC-2 recruitment; in the data active means activation above about 22%;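 further: 0% = vehicle and 100% = reference agonist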
# STAT3 inh = IL-6 driven STAT3 reporter inhibitors, primary screen, U3A cells, luciferase, luminescence, MLSCN library; inhibition, % at 5.5 µM; AID 862, 2007; IL-6 STAT3-luciferase reporter; host cell line lacks STAT1; actives 0.89% (n = 190,000);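 active means inhibition above the mean inhibition across all screened compounds plus 3 SD, cut at about 44% in these data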;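 further: 0% = DMSO only wells and 100% = 100 µM nifuroxazide control wells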
# ROMK primary = ROMK potassium channel modulators, primary screen, cell-based, thallium flux, MLSMR library; ATP-sensitive inward rectifier potassium channel 1 (Homo sapiens), P48048; actives 2% (n = 130,000); B-score at 10 µM; Tet-inducible ROMK, thallium flux fluorescence; actives lie on both sides;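 active means signal ratio slope over the read window, or its plate-corrected B-score, at least 3 SD from the plate mean, either direction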;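 further: B-score of the F/F0 ratio slope over 7 to 12 s after thallium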
# Target sequence (P48048 whole entry, looked up): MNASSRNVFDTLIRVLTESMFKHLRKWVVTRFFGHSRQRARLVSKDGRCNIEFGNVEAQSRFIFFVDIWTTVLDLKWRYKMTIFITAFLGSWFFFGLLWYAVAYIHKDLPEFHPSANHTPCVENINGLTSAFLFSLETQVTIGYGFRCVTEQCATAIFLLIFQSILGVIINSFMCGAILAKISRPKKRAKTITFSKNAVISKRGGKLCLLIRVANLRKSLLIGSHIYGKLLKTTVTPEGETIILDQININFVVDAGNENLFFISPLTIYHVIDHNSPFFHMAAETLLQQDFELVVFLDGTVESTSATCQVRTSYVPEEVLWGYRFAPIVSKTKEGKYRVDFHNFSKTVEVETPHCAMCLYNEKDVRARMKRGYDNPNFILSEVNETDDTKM
# TLR4-MyD88 BLA = inhibitors of TLR4-MyD88 association in cells, primary screen, cell-based, HeLa CL3-4, BLA complementation, FRET ratio | inhibition, % at 8.4 µM | HeLa CL3-4 TLR4/MyD88 BLA complementation | Toll-like receptor 4 (Homo sapiens) + Myeloid differentiation primary response protein … | actives 0.18% (n = 200,000); in the data active means inhibition above about 25%;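 further: 0% = vehicle and 100% = reference inhibitor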
# SRC2 TRFRET art = TR-FRET signal artefacts, primary screen, artefact control for PPARgamma SRC-2 agonist project, biochemical | TR-FRET artefact counter-screen; active compounds read high | TR-FRET ratio at 8 µM | actives 0.4% (n = 200,000); in the data active means TR-FRET ratio above about 2000; further: inactives centre near 1500
# PPARg SRC3 recr = PPARgamma agonists recruiting SRC-3 coactivator, primary screen, biochemical; activation, % at 8 µM; biochemical PPARgamma/SRC-3 coactivator recruitment assay; actives 0.26% (n = 200,000); AID 731, 2007; in the data active means activation above about 23%;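 further: 0% = DMSO and 100% = reference agonist; some compounds past the cut are filed as inactive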
# STAT1 inh = STAT1 signaling inhibitors, primary screen, cell-based, HTS, luciferase reporter; NIH 3T3 STAT1-luciferase reporter, IFN-gamma, luminescence; inhibition, % at 5.5 µM; actives 0.35% (n = 200,000); AID 920, 2007;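 active means inhibition above a set limit, the mean inhibition across all tested compounds plus 3 SD, cut at about 34% in these data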;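 further: 0% = IFN-gamma with DMSO and 100% = IFN-gamma with 300 µM nifuroxazide; values of inactives mirror those of a sister screen read the other way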
# Numbers without * were called inactive; . = not tested or not shown.
1. Cc1ccc2[nH]c(=O)c(CN(CC3COCCO3)C(=O)Nc3ccccc3F)cc2c1 (stereo not drawn)
2. O=C(CN1C(=O)COc2ccccc21)N1CCCc2ccccc21
3. Cc1ccc(S(C)(=O)=O)cc1S(=O)(=O)Nc1cccc(Cl)c1
4. CCOC(=O)C1CN(S(=O)(=O)c2ccccc2)CCN1S(=O)(=O)c1ccccc1 (stereo not drawn)
5. CCOP(=O)(OCC)C(Nc1ccc(C)cc1)c1ccco1 (stereo not drawn)
6. CN(CCC1CCOCC1)C(=O)CC1C(=O)NCCN1CC1CCCCC1 (stereo not drawn)

Compound,1,2,3,4,5,6
S1P3 antag,-15.7,3.5,-1.1,.,1.3,2.0
RAM network inh,-0.9,-0.4,3.6,1.2,-1.3,-0.4
PPARg SRC1 recr,-2.5,-6.7,10.2,-1.4,4.2,7.5
STAT3 act,95.4,108.9,100.8,103.7,101.2,106.2
PPARg SRC2 recr,3.8,3.4,5.1,6.4,8.6,4.5
STAT3 inh,7.7,-7.2,-3.6,2.7,5.1,-4.8
ROMK primary,0.382,-0.00367,0.0404,0.914,0.235,0.0215
TLR4-MyD88 BLA,2.2,-6.8,-16.1,-10.6,3.4,-2.7
SRC2 TRFRET art,1579,1436,1604,1435,1607,1541
PPARg SRC3 recr,3.2,-2.1,4.3,-12.3,-1.4,-0.8
STAT1 inh,1.9,4.2,-2.5,1.5,-14.7,-12.3

7. COc1ccccc1NC(=O)COc1cc(C)nc(C(C)C)n1
8. CCSc1ncnc2c1sc1nc3c(cc12)COC(C)(C)C3
9. COc1ccccc1NC(=O)Nc1nnc(C(C)C)s1
10. Nc1ccc(SC(F)(F)F)cc1C(=O)c1ccccc1
11. N#CCC(=O)N/N=C/c1cccc(Oc2ccccc2)c1
12. NC(=O)C1=C[C@@H](c2ccc(Br)cc2)C[C@@H](OCCCCO)O1

Compound,7,8,9,10,11,12
S1P3 antag,.,-3.8,-9.8,19.0,-4.0,-7.2
RAM network inh,0.2,4.1,-0.4,-1.6,-0.4,0.5
PPARg SRC1 recr,0.5,6.7,-7.9,-14.7,0.9,1.6
STAT3 act,104.8,87.8,107.4,130.3,99.0,.
PPARg SRC2 recr,2.3,1.1,-1.0,13.2,4.8,-7.3
STAT3 inh,-5.5,17.4,-5.3,-22.9,5.7,.
ROMK primary,-0.0317,0.697,-0.32,.,0.831,.
TLR4-MyD88 BLA,-2.6,-2.4,-8.3,6.2,-4.6,-4.1
SRC2 TRFRET art,1392,1583,1477,1913,1558,1269
PPARg SRC3 recr,-6.5,0.7,-5.4,-6.7,2.1,0.5
STAT1 inh,-8.1,-24.1,-44.2,-15.6,-17.4,1.1

13. Cc1nnc(SCC(=O)N(C)c2c(N)n(Cc3ccccc3)c(=O)[nH]c2=O)n1Cc1ccccc1
14. COc1ccccc1CNC(=O)c1cn(C)c2ccc(S(=O)(=O)N3CCCCC3)cc2c1=O
15. Cn1c(=O)c2c(nc(CN3CCN(c4ccc(F)cc4)CC3)n2Cc2ccccc2F)n(C)c1=O
16. CCOC(=O)N1CCN(S(=O)(=O)c2ccc(OCC(=O)OC)cc2)CC1
17. CCCCCn1c(=O)[nH]c2cc(C(=O)NCc3ccco3)ccc2c1=O
18. CCOc1cc(/C=N/NC(=O)CN2CCOCC2)ccc1OCc1ccccc1

Compound,13,14,15,16,17,18
S1P3 antag,-6.1,-10.3,-46.2,-3.0,.,7.5
RAM network inh,0.4,6.1,4.5,0.5,2.2,0.0
PPARg SRC1 recr,-0.3,-1.1,0.4,-0.8,0.1,6.3
STAT3 act,97.8,102.0,101.2,102.9,95.3,97.1
PPARg SRC2 recr,1.9,0.5,4.6,-0.5,2.1,5.1
STAT3 inh,5.0,1.6,4.4,-0.3,10.0,3.7
ROMK primary,0.406,-0.00899,.,.,0.703,-0.881
TLR4-MyD88 BLA,11.9,4.1,6.4,-8.4,6.6,0.6
SRC2 TRFRET art,1632,1640,1342,1490,1404,1708
PPARg SRC3 recr,3.8,-1.4,-4.7,-5.9,6.4,1.3
STAT1 inh,4.7,-1.5,1.8,0.8,-5.6,2.6

19. O=C(NCCN1CCOCC1)c1cc2cc([N+](=O)[O-])ccc2s1
20. Cc1ccnc2nc(C(=O)Nc3ccc4c(c3)OCO4)nn12
21. COc1cc(NC(=O)c2cccc(COCC(F)(F)C(F)F)c2)cc(OC)c1OC
22. Cc1ccc(SC(C)C(=O)Nc2cccnc2)cc1 (stereo not drawn)
23. Cc1ccc(/C=C2\SC(=S)N(C(Cc3ccccc3)C(=O)O)C2=O)cc1 (stereo not drawn)
24. Nc1nnc(SCC(=O)OCC(=O)c2ccccc2Br)s1
25. COc1ccc(CNc2oc(-c3ccccc3)nc2C#N)cc1

Compound,19,20,21,22,23,24,25
S1P3 antag,19.1,.,-5.2,.,-14.5,-4.0,-7.2
RAM network inh,0.5,3.6,3.5,1.7,16.9*,1.4,5.6
PPARg SRC1 recr,9.4,-5.8,3.5,-3.8,-5.0,0.0,1.9
STAT3 act,102.5,79.1,97.4,102.5,107.6,94.5,98.7
PPARg SRC2 recr,4.8,-1.6,1.7,-12.7,5.5,1.1,3.3
STAT3 inh,1.0,24.1,1.6,1.7,-11.9,11.0,1.8
ROMK primary,0.159,0.792,.,.,-2.99*,-1.01,.
TLR4-MyD88 BLA,17.6,-3.6,-8.2,-19.6,0.5,-13.2,-5.2
SRC2 TRFRET art,1702,1509,1441,1370,1770,1636,1513
PPARg SRC3 recr,3.4,-8.4,-0.5,-6.6,3.4,-2.3,0.5
STAT1 inh,4.7,-8.1,0.0,-7.8,-2.9,3.7,-1.6

# Some of the entries above, set out differently.
13: Cc1nnc(SCC(=O)N(C)c2c(N)n(Cc3ccccc3)c(=O)[nH]c2=O)n1Cc1ccccc1
  S1P3 antag: -6.1
  RAM network inh: 0.4
  PPARg SRC1 recr: -0.3
  STAT3 act: 97.8
  PPARg SRC2 recr: 1.9
  STAT3 inh: 5.0
  ROMK primary: 0.406
  TLR4-MyD88 BLA: 11.9
  SRC2 TRFRET art: 1632
  PPARg SRC3 recr: 3.8
  STAT1 inh: 4.7

14: COc1ccccc1CNC(=O)c1cn(C)c2ccc(S(=O)(=O)N3CCCCC3)cc2c1=O
  S1P3 antag: -10.3
  RAM network inh: 6.1
  PPARg SRC1 recr: -1.1
  STAT3 act: 102.0
  PPARg SRC2 recr: 0.5
  STAT3 inh: 1.6
  ROMK primary: -0.00899
  TLR4-MyD88 BLA: 4.1
  SRC2 TRFRET art: 1640
  PPARg SRC3 recr: -1.4
  STAT1 inh: -1.5

15: Cn1c(=O)c2c(nc(CN3CCN(c4ccc(F)cc4)CC3)n2Cc2ccccc2F)n(C)c1=O
  S1P3 antag: -46.2
  RAM network inh: 4.5
  PPARg SRC1 recr: 0.4
  STAT3 act: 101.2
  PPARg SRC2 recr: 4.6
  STAT3 inh: 4.4
  ROMK primary: .
  TLR4-MyD88 BLA: 6.4
  SRC2 TRFRET art: 1342
  PPARg SRC3 recr: -4.7
  STAT1 inh: 1.8

16: CCOC(=O)N1CCN(S(=O)(=O)c2ccc(OCC(=O)OC)cc2)CC1
  S1P3 antag: -3.0
  RAM network inh: 0.5
  PPARg SRC1 recr: -0.8
  STAT3 act: 102.9
  PPARg SRC2 recr: -0.5
  STAT3 inh: -0.3
  ROMK primary: .
  TLR4-MyD88 BLA: -8.4
  SRC2 TRFRET art: 1490
  PPARg SRC3 recr: -5.9
  STAT1 inh: 0.8

# Some values from the results shown.
# STAT3 inh, compound 25 reads 1.8
# PPARg SRC2 recr, compound 22 reads -12.7
# PPARg SRC2 recr, compound 21 reads 1.7
# SRC2 TRFRET art, compound 20 reads 1509
# STAT3 inh, compound 19 reads 1.0
# S1P3 antag, compound 23 reads -14.5
# PPARg SRC1 recr, compound 24 reads 0.0
